Screening results as filed in PubChem.
N370S GC mod – qHTS Assay for Inhibitors and Activators of N370S glucocerebrosidase as a Potential Chaperone Treatment of Gaucher Disease; Lysosomal acid glucosylceramidase (Homo sapiens), P04062; N370S GC spleen homogenate, 4MU-glucoside fluorescence; Potency, µM (titrated, usually from 59.4 µM), inactives show at the top dose activity change, negative = inhibition, actives largely listed as inhibitors; 0.092% of 330,000 active; AID 2101, 2009;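 also: 0% = full enzyme activity and -100% = no enzyme basal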
TDP1 inh – qHTS Assay for Inhibitors of Tyrosyl-DNA Phosphodiesterase (TDP1); Tyrosyl-DNA phosphodiesterase 1 (Homo sapiens), Q9NUW8; recombinant TDP1, AlphaScreen DNA substrate cleavage; Potency, µM (doses to about 130 µM), inactives show at the highest dose activity change, negative = inhibition, usual class: inhibitors; 0.28% of 350,000 active; AID 485290, 2010; also: nearly all actives have a fitted effect of over 40% in size
Target sequence (Q9NUW8 whole entry, looked up): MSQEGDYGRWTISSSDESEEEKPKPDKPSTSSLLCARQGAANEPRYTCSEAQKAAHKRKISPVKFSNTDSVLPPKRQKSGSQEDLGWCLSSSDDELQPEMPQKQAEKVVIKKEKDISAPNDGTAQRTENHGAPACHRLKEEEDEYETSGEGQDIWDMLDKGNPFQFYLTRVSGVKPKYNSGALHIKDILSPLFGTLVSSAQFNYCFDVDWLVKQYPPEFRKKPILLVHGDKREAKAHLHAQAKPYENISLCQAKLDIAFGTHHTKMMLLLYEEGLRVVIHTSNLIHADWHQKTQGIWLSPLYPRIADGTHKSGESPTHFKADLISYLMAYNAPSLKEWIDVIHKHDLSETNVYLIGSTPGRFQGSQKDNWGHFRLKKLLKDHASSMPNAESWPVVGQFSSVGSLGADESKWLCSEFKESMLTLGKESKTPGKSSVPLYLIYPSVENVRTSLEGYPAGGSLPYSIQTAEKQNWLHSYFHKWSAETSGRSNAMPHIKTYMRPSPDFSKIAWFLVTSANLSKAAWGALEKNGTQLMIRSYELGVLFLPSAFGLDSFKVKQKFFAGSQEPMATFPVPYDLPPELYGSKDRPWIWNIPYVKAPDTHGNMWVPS
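AlphaScreen read-out: signal falls as enzyme removes the 3' tyrosine-FITC from a 5'-biotinylated DNA oligo (15 nM, 5 min, RT). Enzyme was E. coli-made recombinant Tdp1 at 1 nM, exposed to compound for 15 min beforehand; beads 10 ug/ml, 10 min.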
DT40 TDP1 no CPT – qHTS for Inhibitors of human tyrosyl-DNA phosphodiesterase 1 (TDP1): qHTS in cells in absence of CPT; DT40 Tdp1-/- hTDP1 cells, no CPT, ATP luminescence, 48 h; Potency, µM (doses to about 46.2 µM), without a hit: at the top dose activity change, negative = growth inhibition, most hits filed as inhibitors; 15% of 420,000 active; also: nearly all actives have a fitted effect of over 55% in size
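No-CPT arm: Tdp1-/-;hTDP1 DT40 cells (400/well) plus compounds, incubated ≥48 hr at 37 °C. Readout CellTiter-Glo luminescence.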
The depositor's hits bear a star. Calls follow the shape of the dose curve; as a rule, active = well fitted curve in the direction sought with a large enough effect; inconclusive = small, poorly fitted or top-dose-only effect, or another doubt; inactive = no such curve, though single readings can be large; an effect the other way counts as inactive or inconclusive. Unless noted, % is scaled to controls: 0 for no effect and ±100 for the full control effect; potency is read from the fitted curve at half-maximal effect.

How did CC1=C(C(=O)OCc2ccccc2)C(c2ccccc2Cl)NC(=O)N1C (stereo not drawn) do in these assays?
N370S GC mod: -4%; TDP1 inh: 4%; DT40 TDP1 no CPT: inconclusive

What do the screens show for `CCCCNC(=O)CNC(=O)c1nn(-c2ccc(OC)cc2)c(=O)c2ccccc12`?
N370S GC mod: -30%; DT40 TDP1 no CPT: 5%

What do the screens show for `CCN(CC)c1ccc(C=NCCc2ccc(S(N)(=O)=O)cc2)cc1`?
N370S GC mod: 6%; TDP1 inh: -3%; DT40 TDP1 no CPT: -2%

What do the screens show for `COc1ccc(C2C(=O)N(C3CCCCCC3)CC(=O)N2Cc2ccc(C)cc2)cc1OC` (stereo not drawn)?
TDP1 inh: 5%; DT40 TDP1 no CPT: 23µM*

How did CC(C)(C)c1nc2c(C#N)c(-c3ccc(Cl)cc3)ccn2n1 do in these assays?
N370S GC mod: inconclusive; TDP1 inh: 6%; DT40 TDP1 no CPT: 20µM*

Results for CCOC(=O)C1=CC[C@@H](c2cc(OC)c(OC)c(OC)c2)N(S(=O)(=O)c2ccc(C)cc2)[C@H]1C(=O)OCC ?
TDP1 inh: 1%; DT40 TDP1 no CPT: inconclusive

Results for COc1cc2c(cc1OC)CN(C(=O)c1sc(-c3cnccn3)nc1C)CC2 ?
N370S GC mod: 17%; TDP1 inh: -3%; DT40 TDP1 no CPT: inconclusive

Results for CC(=O)Nc1ccc(S(=O)(=O)/N=C2\C(=O)c3ccccc3C([O-])=C2n2cc[n+](-c3ccccn3)c2)cc1 ?
N370S GC mod: -1%; TDP1 inh: 1%; DT40 TDP1 no CPT: 8.2µM*

What do the screens show for `O=C(Cc1csc2ccccc12)NCc1ccc(F)cc1`?
TDP1 inh: 3%; DT40 TDP1 no CPT: -18%

How did O=C(Nc1ccc(OCC(=O)N2CCOCC2)cc1)c1cc(F)c(F)cc1Cl do in these assays?
N370S GC mod: -2%; TDP1 inh: 5%; DT40 TDP1 no CPT: -19%

Results for O=C(c1ccc(N2C(=O)C3C4CC(C(Br)C4Br)C3C2=O)cc1)N1CCCCC1 (stereo not drawn) ?
N370S GC mod: -2%; TDP1 inh: 32µM*; DT40 TDP1 no CPT: -5%

How did OCCC1CN(Cc2cc3c(cc2Cl)OCO3)CCN1C1CCCC1 (stereo not drawn) do in these assays?
N370S GC mod: 3%; TDP1 inh: 5%; DT40 TDP1 no CPT: -17%

How did CC(C)c1ccccc1NC(=S)N1CCN(Cc2ccc3c(c2)OCO3)CC1 do in these assays?
N370S GC mod: inconclusive; TDP1 inh: -5%; DT40 TDP1 no CPT: 2%

How did CN1/C(=C\C=C(/C#N)C(=O)Nc2ccccc2F)C(C)(C)c2ccccc21 do in these assays?
N370S GC mod: 9%; TDP1 inh: -8%; DT40 TDP1 no CPT: -26%

What do the screens show for `COc1ccc(Nc2c3c(nc4c(-c5ccccc5)c(C)nn24)CCC3)cc1`?
N370S GC mod: 8%; TDP1 inh: -3%; DT40 TDP1 no CPT: 4%

What do the screens show for `COC(=O)C1C(c2ccc(OC)cc2)C(C(=O)OC)S(=O)(=O)C(CCN2CCCCC2)S1(=O)=O` (stereo not drawn)?
N370S GC mod: -9%; TDP1 inh: 3%; DT40 TDP1 no CPT: 4%

Results for CCC(C)(C)n1nnnc1CN1CCN(c2nc3cc(OC)ccc3cc2C#N)CC1 ?
N370S GC mod: 8%; TDP1 inh: -4%; DT40 TDP1 no CPT: 23µM*

How did COc1ccccc1C1=CC(=O)C[C@H](c2ccc3c(c2)OCO3)C1 do in these assays?
TDP1 inh: -10%; DT40 TDP1 no CPT: 18µM*

How did Cc1ccccc1NC(=O)c1ccc(S(=O)(=O)C(F)F)cc1 do in these assays?
N370S GC mod: -16%; TDP1 inh: 0%; DT40 TDP1 no CPT: inconclusive

What do the screens show for `Cc1ccc(C(=O)NN2C(=O)/C(=C/c3cn(C)c4ccccc34)SC2=S)cc1`?
N370S GC mod: 8%; TDP1 inh: 8%; DT40 TDP1 no CPT: -20%

Results for CCOC(=O)N1CCN(c2cc(N)c([N+](=O)[O-])cc2F)CC1 ?
N370S GC mod: 8%; TDP1 inh: 2%; DT40 TDP1 no CPT: inconclusive

What do the screens show for `O=C1Cc2ccccc2C(=O)N1OCc1ccc(Cl)cc1Cl`?
N370S GC mod: -6%; TDP1 inh: 5%; DT40 TDP1 no CPT: -5%

What do the screens show for `O=C(CSc1nc(-c2ccco2)cc(C(F)(F)F)n1)NCc1cccs1`?
N370S GC mod: 5%; TDP1 inh: 5%; DT40 TDP1 no CPT: -24%

Results for O=C(NCc1cccnc1)c1ccc(COc2ccc(Cl)cc2Cl)o1 ?
N370S GC mod: 1%; TDP1 inh: 5%; DT40 TDP1 no CPT: inconclusive

By substructure: the compounds so far containing a cyano group
How did CC(C)(C)c1nc2c(C#N)c(-c3ccc(Cl)cc3)ccn2n1 do in these assays?
N370S GC mod: inconclusive; TDP1 inh: 6%; DT40 TDP1 no CPT: 20µM*

How did CN1/C(=C\C=C(/C#N)C(=O)Nc2ccccc2F)C(C)(C)c2ccccc21 do in these assays?
N370S GC mod: 9%; TDP1 inh: -8%; DT40 TDP1 no CPT: -26%

Results for CCC(C)(C)n1nnnc1CN1CCN(c2nc3cc(OC)ccc3cc2C#N)CC1 ?
N370S GC mod: 8%; TDP1 inh: -4%; DT40 TDP1 no CPT: 23µM*

Other compounds
Results for CCNS(=O)(=O)c1ccc(CCC(=O)N2CCN(c3cc(Cl)ccc3C)CC2)cc1 ?
N370S GC mod: -5%; DT40 TDP1 no CPT: 12µM*

How did Cc1cc(C)c2cc(CN(CCO)Cc3nnnn3Cc3ccccc3)c(=O)[nH]c2c1 do in these assays?
N370S GC mod: -6%; TDP1 inh: 3%; DT40 TDP1 no CPT: -30%

Results for Cc1nc(C)n(CCNS(=O)(=O)c2ccc(C)c(C)c2)n1 ?
N370S GC mod: 2%; TDP1 inh: 12%; DT40 TDP1 no CPT: 6%

Results for Cc1nn(C2CCS(=O)(=O)C2)c(C)c1C=O (stereo not drawn) ?
N370S GC mod: 6%; TDP1 inh: 6%; DT40 TDP1 no CPT: 21µM*

How did CCCn1c(C)nc2c(N(C)CCN(C)C)nc(C)nc21 do in these assays?
N370S GC mod: 8%; TDP1 inh: 7%

Results for COC(=O)c1ccc(NC(=O)c2c(Br)cnn2C)cc1 ?
N370S GC mod: -18%; DT40 TDP1 no CPT: -19%

How did CCOC(=O)c1cc(-c2ccc(OC)cc2)nn1Cc1ccccc1 do in these assays?
TDP1 inh: -14%; DT40 TDP1 no CPT: inconclusive

Results for Cc1nn(CCOc2ccc(Br)cc2)c(C)c1[N+](=O)[O-] ?
N370S GC mod: -5%; TDP1 inh: -3%; DT40 TDP1 no CPT: inconclusive

What do the screens show for `CC1CN(c2ccc([N+](=O)[O-])cc2Cl)CCN1S(C)(=O)=O` (stereo not drawn)?
N370S GC mod: 15%; TDP1 inh: 3%; DT40 TDP1 no CPT: inconclusive

What do the screens show for `C=CCn1c(=O)c2c(nc3n2CCS3)n(C)c1=O`?
N370S GC mod: -8%; TDP1 inh: 7%; DT40 TDP1 no CPT: -11%

How did COc1ccc(NS(=O)(=O)c2ccc(C(=O)N(C)Cc3cccs3)cc2)cc1 do in these assays?
N370S GC mod: -16%; TDP1 inh: -7%; DT40 TDP1 no CPT: inconclusive

How did O=C(CCc1ccc(S(=O)(=O)N2CCOCC2)cc1)OCC(=O)c1ccccc1 do in these assays?
TDP1 inh: 1%; DT40 TDP1 no CPT: -1%

In the list so far, these contain a nitro group on carbon:
Results for CCOC(=O)N1CCN(c2cc(N)c([N+](=O)[O-])cc2F)CC1 ?
N370S GC mod: 8%; TDP1 inh: 2%; DT40 TDP1 no CPT: inconclusive

Results for Cc1nn(CCOc2ccc(Br)cc2)c(C)c1[N+](=O)[O-] ?
N370S GC mod: -5%; TDP1 inh: -3%; DT40 TDP1 no CPT: inconclusive

What do the screens show for `CC1CN(c2ccc([N+](=O)[O-])cc2Cl)CCN1S(C)(=O)=O` (stereo not drawn)?
N370S GC mod: 15%; TDP1 inh: 3%; DT40 TDP1 no CPT: inconclusive

Further entries.
Results for O=C(O)CSC1=NS(=O)(=O)c2ccccc21 ?
TDP1 inh: -3%; DT40 TDP1 no CPT: inconclusive

How did CC(=O)NC(CC(=O)NNC(=O)c1cccs1)c1ccccc1 (stereo not drawn) do in these assays?
N370S GC mod: -8%; DT40 TDP1 no CPT: -27%

How did CSc1nnc(C)c(=O)n1COC(=O)c1ccccc1 do in these assays?
N370S GC mod: 3%; TDP1 inh: 2%; DT40 TDP1 no CPT: -6%

How did CCOc1ccccc1-c1nc(CN2CCCC2c2nccs2)c(C)o1 (stereo not drawn) do in these assays?
N370S GC mod: -17%; TDP1 inh: 9%; DT40 TDP1 no CPT: inconclusive

How did COc1ccc2c(c1)c1nc3n(c(=O)c1n2CC(=O)Nc1cc(C)[nH]n1)CCS3 do in these assays?
N370S GC mod: 3%; TDP1 inh: -2%

How did O=C(NCCO)c1nc(C(=O)c2ccc(Cl)cc2)c2ccccc2n1 do in these assays?
TDP1 inh: 1%; DT40 TDP1 no CPT: -11%

Results for CC(=O)N1c2ccc(S(=O)(=O)N3CCCC(C(=O)NCc4ccc(Cl)cc4)C3)cc2CC1C (stereo not drawn) ?
N370S GC mod: -3%; TDP1 inh: 3%; DT40 TDP1 no CPT: inconclusive

What do the screens show for `Cc1ccc(OCCNC(=O)Cc2ccc(F)cc2)cc1`?
N370S GC mod: -7%; TDP1 inh: -3%; DT40 TDP1 no CPT: -27%

How did ON=C1CCN(c2ncc(C(F)(F)F)cc2Cl)CC1 do in these assays?
N370S GC mod: 1%; TDP1 inh: -1%; DT40 TDP1 no CPT: inconclusive

How did COc1ccc(C2C(=O)N(C3CCCCCC3)CC(=O)N2Cc2ccccc2)cc1OC (stereo not drawn) do in these assays?
N370S GC mod: 16%; TDP1 inh: 2%; DT40 TDP1 no CPT: inconclusive

Results for COc1cc2c(c(OC)c1OC)-c1c(cc3c(c1OC)OCO3)C[C@H](C)[C@@](C)(O)C2 ?
N370S GC mod: -11%; TDP1 inh: 4%; DT40 TDP1 no CPT: -19%

What do the screens show for `Cc1cc(=O)n(C)c(=O)n1CCCCCCOc1ccc([N+](=O)[O-])cc1`?
N370S GC mod: -6%; TDP1 inh: 1%

What do the screens show for `CC(=O)Nc1ccc(S(=O)(=O)NCc2ccc3c(c2)cc(C)n3C)cc1`?
N370S GC mod: -7%; TDP1 inh: 4%; DT40 TDP1 no CPT: inconclusive

How did Cn1cc(CNC(=O)C23CC4CC(CC(C4)C2)C3)cn1 do in these assays?
N370S GC mod: -1%; TDP1 inh: 0%; DT40 TDP1 no CPT: -12%

Results for Cc1ccc(-n2ncc(Br)c(Br)c2=O)cc1 ?
N370S GC mod: 8%; TDP1 inh: 0%; DT40 TDP1 no CPT: 3.7µM*

How did O=C(CC1C(=O)NCCN1C(=O)Nc1ccccc1)Nc1ccc(F)cc1 (stereo not drawn) do in these assays?
N370S GC mod: -15%; TDP1 inh: 9%; DT40 TDP1 no CPT: -6%

How did COc1cccc(-c2nc(N3CCN(C)CC3)c3ccccc3n2)c1 do in these assays?
N370S GC mod: -7%; DT40 TDP1 no CPT: inconclusive

How did O=C(NNC(=O)c1ccc(-c2ccccc2)cc1)Nc1ccc(F)cc1F do in these assays?
N370S GC mod: 0%; TDP1 inh: -13%; DT40 TDP1 no CPT: 14%

Results for COC(=O)c1ccc(S(=O)(=O)N2CCCN(Cc3ccc(F)cc3)CC2)n1C ?
N370S GC mod: 4%; TDP1 inh: 5%; DT40 TDP1 no CPT: inconclusive

How did Cc1cc(=O)[nH]c(N/N=C/c2ccc(Cl)cc2Cl)n1 do in these assays?
N370S GC mod: -11%; DT40 TDP1 no CPT: -7%

What do the screens show for `CC(=O)c1cccc(NC(=O)c2nc(-c3ccccc3)n(-c3ccccc3)n2)c1`?
TDP1 inh: 6%; DT40 TDP1 no CPT: 10µM*

Results for O=C(NNC(=O)c1ccccc1Br)c1ccc2nc[nH]c2c1 ?
N370S GC mod: inconclusive; TDP1 inh: 11µM*; DT40 TDP1 no CPT: 2%

Results for Cc1cccc(Nc2nc(N)c([N+](=O)[O-])c(NCc3ccccc3)n2)c1 ?
N370S GC mod: -9%; TDP1 inh: 8%; DT40 TDP1 no CPT: inconclusive

How did CC1CCCN(Cc2nc3c(c(=O)n(C)c(=O)n3C)n2CC(=O)c2ccccc2)C1 (stereo not drawn) do in these assays?
N370S GC mod: 0%; TDP1 inh: 2%; DT40 TDP1 no CPT: 16µM*

These rows are one share of the data, so the mix of outcomes need not match the whole.
